High-throughput results from PubChem BioAssay.
MT stabilizer: stabilizes microtubules in HeLa cells | AID 2205 | 0.83% of 200,000 active | HeLa tubulin immunostaining HCS, 24 h; share of cells brighter than vehicle mean+2SD | % tubulin-high responders, % at 10 µM;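 active means plate Z-score above 3 for both tubulin-high and condensed-nucleus cell shares, with cell loss under 80%, at 10 µM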;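 further: anti alpha tubulin signal scored within the nucleus-defined area of each cell; some results filed as inactive read as strong as hits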
Dynein transport: dynein cargo transport inhibition. 3617.4 mouse cells, GR-EGFP nuclear translocation imaging; test concentration mostly 20 µM; stimulated with dexamethasone, 1 µM; active compounds read low. 0.47% of 220,000 active. z-score, hits read low;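 active means plate z-score of nuclear minus cytoplasmic receptor signal below a set negative limit, without overly bright fluorescence or cell loss, cut at about -3.5 in these data, passing the limit was not always enough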;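 further: z-score of nuclear minus cytoplasmic ring GR-EGFP intensity difference per well; some compounds called inactive have numbers as strong as hits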
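medium = tetracycline-free induction medium containing charcoal-stripped FBS | probe or stimulus = dexamethasone, 1.0 µM final | timing = 48 h induction, then 1 h compound, then 30 min agonist, 37 °C | detection = automated 10x imaging of fixed Hoechst-stained cells | read-out basis = nuclear versus cytoplasmic GR-EGFP signal, averaged per well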
Yfh1-depleted yeast: mitochondrial function rescue without frataxin homolog – Friedreich's ataxia, plus single-dose screen, dose response (AID 1465) | S. cerevisiae Yfh1-off respiration, WST-1 reduction, 72 h; higher fold induction means a stronger effect | fold induction at 50 µM; hits with a dose series show EC50 in µM | 0.074% of 220,000 active;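 active means fold induction of absorbance versus untreated yeast above a set limit, then at least 30% activation at any dose in follow-up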;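 further: activators that raise dye reduction in frataxin-depleted yeast; strong numbers were not always called active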
PMI inhibition: MPI inhibition at elevated mannose 6-phosphate – biochemical, fluorescence intensity, high mannose 6-phosphate, primary screen (AID 1220); 0.66% of 190,000 active; inhibition, % at 20 µM; hits with a dose series show IC50 in µM; recombinant PMI enzyme, coupled fluorescence intensity; higher % means a stronger effect
bCat nuc transl: beta-catenin nuclear translocation modulation | nuclear translocation activity, % at 5 µM | HeLa beta-catenin nuclear translocation, immunofluorescence imaging | 0.3% of 190,000 active;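 active means nuclear translocation activity above 50% at 5 µM, with a well cell count of 50 or more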;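 further: per-cell ratio of nuclear to cytoplasmic median beta-catenin stain intensity; plate controls were DMSO negative control for no effect and GSK-3 inhibitor IX positive control for full effect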
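Assay system: human HeLa cells, native beta-catenin; doses: 5 µM primary, 0.02–20 µM confirmation; incubation: compound treatment 24 h, 37°C, 5% CO2; technique: fluorescence imaging of beta-catenin antibody stain plus DAPI; measure: % activation, nuclear-to-cytoplasmic median beta-catenin signal ratio per cell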
Insulin prom up: MIN6 insulin promoter up-regulation | MIN6 insulin promoter-GFP reporter, high-content imaging; active compounds read high | z-score at 5 µM | 0.3% of 190,000 active | AID 1625;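 active means z-score above 3 at 5 µM with at least 500 cells counted in the well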
WT yeast gro inh: growth inhibition of WT yeast, mitochondrial fusion screen; 2.1% of 190,000 active; mitochondrial fusion phenotypic screen, WT strain; inhibition, % at 10 µM; in the data active means inhibition above about 58%; tested in S. cerevisiae
PMI inhibitors: inhibitors of human PMI, primary screen, biochemical, fluorescence intensity, coupled assay (AID 1209); purified PMI enzyme, coupled fluorescence intensity; higher % means a stronger effect; inhibition, % at 20 µM; hits with a dose series show IC50 in µM; 0.42% of 190,000 active;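 further: plate controls were DMSO vehicle for no effect and wells lacking substrate for full effect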
Autophagy HCS: alters autophagy in cells. MEF GFP-LC3 puncta imaging; test concentration mostly 10 µM. calls only at 10 µM (by protocol). 0.98% of 190,000 active. AID 463193;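 active means percentage of spot-positive cells more than 3 SD above its plate mean, without a fluorescence outlier flag or 80% toxicity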;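 further: spot-positive cell cutoff set from DMSO-treated cells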
WT yeast gro inh mutant strain: also measured in WT yeast gro inh; calls as there; inhibition, %; mitochondrial fusion phenotypic screen, mutant strain inhibition
Dynein transport cytoplasmic EGFP: recorded beside Dynein transport, whose call it bears; z-score; measured here: cytoplasmic GR-EGFP intensity; active compounds read high
Dynein transport nuclear GR-EGFP: recorded beside Dynein transport, whose call it bears; z-score; measured here: nuclear GR-EGFP intensity;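 lower value marks the stronger effect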
Dynein transport cell count: second read-out of Dynein transport, no call of its own (marks repeat the call); z-score; measured here: cell count per field
Insulin prom up cell count: recorded beside Insulin prom up, whose call it bears; cell count; measured here: cytotoxicity, nuclei count;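 total cells summed across four imaged fields per well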
bCat nuc transl cell count 5 µM: recorded beside bCat nuc transl, whose call it bears; cell count; measured here: cell count, cytotoxicity flag
MT stabilizer Hoechst-high %: recorded beside MT stabilizer, whose call it bears; % Hoechst-high responders; measured here: nuclear condensation Hoechst responders;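 share of cells brighter than vehicle mean plus two SD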
MT stabilizer cytotoxicity %: also measured in MT stabilizer; calls as there; toxicity, %; measured here: cytotoxicity by cell density;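 0% = mean cell density of plate MIN control wells and 100% = no cells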
Autophagy HCS cell loss 18 h: second read-out of Autophagy HCS, no call of its own (marks repeat the call); toxicity, %; measured here: cell loss, nuclei count;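 cell loss after 18 h compound exposure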
* = called active by the depositor; i = inactive; / = no result given. Unless noted, no stated cut-off is given here; in the data, active means inhibition above about 50%; inactive means the rest.

SMILES	MT stabilizer	MT stabilizer Hoechst-high %	MT stabilizer cytotoxicity %	Dynein transport	Dynein transport cytoplasmic EGFP	Dynein transport nuclear GR-EGFP	Dynein transport cell count	Yfh1-depleted yeast	PMI inhibition	bCat nuc transl	bCat nuc transl cell count 5 µM	Insulin prom up	Insulin prom up cell count	WT yeast gro inh	WT yeast gro inh mutant strain	PMI inhibitors	Autophagy HCS	Autophagy HCS cell loss 18 h
NS(=O)(=O)c1ccc(CCNC(=S)Nc2ccc(S(N)(=O)=O)cc2)cc1	1.8	2.0	5.1	0.81	-0.21	1.3	-1.6	i	6%	-2.6	489	0.71	1286	-6	-14	12%	i	4
O=C(NCc1ccccn1)c1coc(=O)c(Br)c1	3.9	2.1	7.3	-4.1*	1*	-1.7*	0.47*	i	8%	0.5	1019	0.21	1433	-6	-6	15%	i	-11
COc1cccc(C(=O)OCCN(C)C(C)(C)C)c1	1.4	1.0	1.3	0.17	-0.23	0.39	0.26	/	-7%	/	/	-1.1	1136	-11	1	-12%	i	6
COc1ccc(Nc2oc(-c3ccccc3Cl)nc2C#N)cc1	23*	20*	64*	-0.026	-0.16	0.034	0.33	i	15%	156*	210*	/	/	-14	-18	18%	i	16
NC(=O)c1ccc(-n2nnnc2SCC(=O)c2ccc(O)c(O)c2)cc1	6.4	1.8	6.9	-1.1	-0.26	-0.73	2.3	i	-7%	-1.3	1016	0.34	1002	1	-11	29%	i	1
O=C(COC(=O)COc1ccc(Br)cc1)Nc1cccnc1Cl	3.3	2.8	3.2	-0.52	-0.26	-0.43	0.12	i	2%	-0.9	914	/	/	-6	-14	9%	i	-11
Cn1ncc(C#N)c1NC(=O)C1CC(c2ccc(Cl)c(Cl)c2)=NO1 (stereo unspecified)	3.8	2.0	8.9	0.91	-0.19	-0.55	-0.41	i	3%	-1.7	1351	0.24	1406	3	-5	14%	i	-1
N/C(=N\OC(=O)CCCOc1ccccc1)c1ccccn1	5.7	2.1	7.5	0.087	-0.39	0.084	1.6	i	-2%	0.6	1525	0.26	1412	11	10	0%	i	-1
Cc1cccc(OCCn2c(=O)n(C)c3ccccc32)c1	2.4	3.4	7.2	0.72	-0.22	0.64	-0.47	i	-10%	/	/	1.7	821	2	-3	-9%	i	10
CCN(CC)CCOC(=O)C12CC3CC(CC(C3)C1)C2	2.0	2.7	4.7	-1	-0.24	-0.62	2.7	i	-3%	1.3	1104	-0.09	1329	-2	-2	-5%	i	6
CCN(C(=O)COC(=O)/C=C/c1ccc(O)c(OC)c1)C1CCS(=O)(=O)C1 (stereo unspecified)	1.7	2.9	2.5	-0.26	-0.28	-0.054	0.37	i	24%	/	/	-0.19	1037	-7	-7	8%	i	-7
Cc1ccc(S(=O)(=O)n2nc(OC(=O)c3c(-c4ccccc4Cl)noc3C)cc2N)cc1	4.8	2.5	0.5	-0.7	-0.13	-0.19	0.64	i	7%	0.5	1385	-0.58	1552	-13	-2	13%	i	2
CCNCCNc1ccc(Cl)cc1[N+](=O)[O-]	4.0	1.2	2.3	0.2	0.85	0.65	0.46	i	/	/	/	/	/	/	/	/	i	-34
CCc1nnc(N2C(=O)c3ccccc3C2(O)c2ccccc2)s1 (stereo unspecified)	/	/	/	-0.37	-0.17	0.29	0.6	i	/	0.8	1340	-0.16	1107	/	/	/	/	/
COC(=O)CCc1sc(NC2CCCCC2)nc1-c1ccc(OC)cc1	5.5	3.4	13	1.3	-0.2	0.62	-1.4	i	29%	1.5	518	-0.13	1213	5	-7	16%	i	-4
c1ccc(N2CCN(c3nc4ccccc4n4nnnc34)CC2)cc1	2.5	2.5	12	-0.73	0.23	-0.068	-0.19	i	10%	0.4	1063	-0.07	1847	-10	10	11%	i	-51
COc1ccc(-c2nn3c(-c4ccc(F)cc4)nnc3s2)cc1	3.4	1.5	8.6	-0.78	-0.14	-0.095	1.2	i	-7%	0.4	851	-0.52	1072	9	13	-3%	i	0
COC(=O)c1cc(NC(=O)C2CC2)cc(C(=O)OC)c1	4.0	1.8	3.5	0.57	-0.21	0.3	-0.22	i	10%	-0.6	1222	-0.04	995	9	-10	4%	i	-4
COc1cc([N+](=O)[O-])ccc1NC(=O)c1cccc(NC(=O)C(C)C)c1	2.8	1.4	3.3	-0.8	-0.36	-0.35	0.44	i	-6%	-0.6	1052	-0.26	1517	-5	4	-21%	i	-2
Cc1cccc(N/C=C(\[N+](=O)[O-])S(=O)(=O)c2ccccc2)c1C	1.7	2.3	4.6	0.49	-0.24	0.51	0.26	i	29%	-1.8	1041	1.2	1064	-24	13	12%	i	12
Cc1ccc(-n2cnnn2)c2cccnc12	3.9	1.6	4.3	-0.6	-0.23	-0.32	-0.089	i	-1%	-2.1	1085	-0.69	1134	22	24	7%	i	0
CCN(CC)S(=O)(=O)c1cccc(C(=O)Nc2cccc(C)c2)c1	1.6	1.5	0.2	-0.34	-0.21	0.029	0.48	i	10%	/	/	0.05	935	6	-3	14%	i	-19
CCOC(=O)c1c(N)c2cc([N+](=O)[O-])cnc2n1C	/	/	/	-0.59	-0.32	-0.29	0.98	i	/	6.3	965	0.85	1418	/	/	/	/	/
O=C(Nc1ccccn1)c1ccc([N+](=O)[O-])o1	6.3	2.8	18	-0.72	-0.19	-0.58	0.57	i	8%	4.3	1040	-0.37	859	14	18	11%	i	12
CCc1nc(SCC(=O)NCc2ccccc2)c2c(=O)n(C)c(=O)n(C)c2n1	1.1	5.1	7.7	0.81	-0.14	0.48	0.066	i	11%	0.1	1085	0.04	2010	8	-9	12%	i	-2
Cc1c(Cc2ccccc2)c(=O)oc2cc(OCC(N)=O)ccc12	3.6	2.8	11	0.2	-0.25	-0.3	0.55	i	-3%	1.2	886	0.34	1579	-11	-18	-1%	i	10
CC(C)CN(CC(C)C)C(=O)CC(=O)NC(=O)c1ccc(Cl)cc1	2.3	2.6	9.3	0.31	-0.19	1	-0.52	i	-1%	4.2	1413	-0.35	1386	-2	14	-5%	i	-35
O=C(Cn1ccc2ccccc2c1=O)NCCC(=O)N1CCN(c2cccc(C(F)(F)F)c2)CC1	1.7	1.6	7.6	-0.19	-0.19	0.22	0.16	i	5%	0.3	1427	0.02	1301	-11	3	6%	/	/
COCCNc1ccc(-c2nn(C)c(=O)c3ccccc23)cc1[N+](=O)[O-]	/	/	/	-0.096	-0.78	-0.37	0.067	i	/	3.9	1280	-0.24	1040	/	/	/	/	/
Cc1cccc(-n2ccnc2CN2CCN(C(C)C)C(CCO)C2)c1 (stereo unspecified)	/	/	/	0.51	-0.21	0.26	-0.54	i	/	1.0	1296	-0.17	1139	/	/	/	/	/

Complete entries from above. Order of screens: MT stabilizer, MT stabilizer Hoechst-high %, MT stabilizer cytotoxicity %, Dynein transport, Dynein transport cytoplasmic EGFP, Dynein transport nuclear GR-EGFP, Dynein transport cell count, Yfh1-depleted yeast, PMI inhibition, bCat nuc transl, bCat nuc transl cell count 5 µM, Insulin prom up, Insulin prom up cell count, WT yeast gro inh, WT yeast gro inh mutant strain, PMI inhibitors, Autophagy HCS, Autophagy HCS cell loss 18 h
Entry for Cc1c(Cc2ccccc2)c(=O)oc2cc(OCC(N)=O)ccc12 : 3.6, 2.8, 11, 0.2, -0.25, -0.3, 0.55, i, -3%, 1.2, 886, 0.34, 1579, -11, -18, -1%, i, 10
Entry for Cc1cccc(-n2ccnc2CN2CCN(C(C)C)C(CCO)C2)c1 (stereo unspecified) : /, /, /, 0.51, -0.21, 0.26, -0.54, i, /, 1.0, 1296, -0.17, 1139, /, /, /, /, /

The listing continues.
SMILES	MT stabilizer	MT stabilizer Hoechst-high %	MT stabilizer cytotoxicity %	Dynein transport	Dynein transport cytoplasmic EGFP	Dynein transport nuclear GR-EGFP	Dynein transport cell count	Yfh1-depleted yeast	PMI inhibition	bCat nuc transl	bCat nuc transl cell count 5 µM	Insulin prom up	Insulin prom up cell count	WT yeast gro inh	WT yeast gro inh mutant strain	PMI inhibitors	Autophagy HCS	Autophagy HCS cell loss 18 h
CCN1CCCC1Cn1cnc2c([nH]c3ccc(OC)cc32)c1=O (stereo unspecified)	/	/	/	-1.6	-0.16	-0.6	1.3	i	/	-0.5	1339	0.17	1157	/	/	/	/	/
O=C(Nc1ccon1)c1cccc(S(=O)(=O)N2CCCCCC2)c1	0.9	1.0	3.0	-0.46	-0.22	-0.14	0.93	i	0%	/	/	-0.19	957	7	18	-3%	i	2
Cc1cc(C2(c3cc(C)c(NC(=O)CN4CCOCC4)c(C)c3)CCCCC2)cc(C)c1NC(=O)CN1CCOCC1	0.9	1.1	10	-0.62	-0.14	-0.3	0.25	i	-3%	-2.1	1176	-1.3	953	-1	7	-1%	i	5
Cc1cc(=O)[nH]c2cc(O)ccc12	2.2	1.4	5.6	0.67	-0.1	0.59	-1.2	i	19%	-0.6	1002	0.38	1999	4	5	16%	i	1
COc1ccc(-c2cc(=O)[nH][nH]2)cc1	1.5	1.4	7.4	1.1	0.052	0.84	-0.82	i	8%	/	/	0.26	999	-5	-5	8%	i	-2
Cc1cc(-c2ccccc2)cc(-c2ccccc2)[n+]1C	2.0	1.3	13	0.088	-0.3	0.32	-0.29	i	-5%	0.2	1031	-5	606	-11	9	-6%	i	6
COc1ccc(NC(=O)CN2C(=O)C(C)SC(C)C2=O)cc1 (stereo unspecified)	8.8	1.4	6.3	0.31	-0.029	0.082	-0.56	i	-3%	-0.6	1139	-0.05	1606	-11	7	-4%	i	23
c1cnc2ccc(C(c3nnnn3C3CCCC3)N3CCN(c4nc5ccccc5s4)CC3)cc2c1 (stereo unspecified)	5.7	3.8	1.0	-0.15	-0.2	-0.033	0.41	i	9%	-1.5	1214	-1.8	929	3	-28	12%	i	21
Cc1cc(NS(=O)(=O)c2ccc(Nc3nc(-c4ccc(O)cc4)cs3)cc2)no1	2.6	2.9	7.3	-0.57	-0.3	-0.53	1.2	i	46%	-3.8	1069	0.95	1481	-18	-8	24%	i	8
CCOC(=O)C(C(=O)OCC)C(C)(C)/C(C)=N\Nc1ccc([N+](=O)[O-])cc1[N+](=O)[O-]	1.3	3.2	9.3	-0.1	-0.3	-0.3	0.64	i	-2%	-1.7	1086	-0.15	1249	7	-1	-4%	i	-4
